Screening results as filed in PubChem.
Pf growth 48h: P. falciparum growth inhibition at 48 hours (one generation); Potency, µM (series often up to 28.7 µM), for inactives: at the top dose activity change, negative = inhibition, usual class: inhibitors; hit rate 5.9% among 310,000; P. falciparum luciferase growth in erythrocytes, 48 h; also: potency is read from the fitted curve at half-maximal effect; % is scaled to controls: 0 for no effect and ±100 for the full control effect
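Luminescence readout; reporter = integrated firefly luciferase in P. falciparum. RBC culture at 2% hematocrit, 0.1% parasitemia final, 37 C/5% CO2; decreased signal taken as growth inhibition.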
CHX counter: affects cycloheximide protein synthesis inhibition readout, counter-screen; cell reporter, cycloheximide protein synthesis inhibition counterscreen; max response, %; hit rate 12% among 300,000; in the data active = max response mostly above about 13%, no sharp cut-off; inactive = mostly below about 14%; also: read at 38.3 µM for the half of the compounds with a filed dose; 0% is about no effect
Pf growth 96h: P. falciparum growth inhibition at 96 hour, primary screen for plastid delayed-death inhibitors; Potency, µM (doses to about 28.7 µM), for inactives: at the highest dose activity change, negative = inhibition, usual class: inhibitors; P. falciparum luciferase reporter growth, 96 h; hit rate 6.9% among 320,000; AID 504834; also: potency is read from the fitted curve at half-maximal effect; % is scaled to controls: 0 for no effect and ±100 for the full control effect
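Delayed-death screen, second-generation endpoint: infected erythrocytes, 2% hematocrit, 0.05% parasitemia final; 96 hours at 37 C, 5% CO2; luciferase detection reagent; luminescence decrease equals reduced growth.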
Shiga inhibitor: blocks Shiga toxin action in Vero cells; hit rate 9.2% among 290,000; inhibition, % at 38.7 µM; Vero cells, Shiga toxin protein synthesis inhibition reporter; in the data active = inhibition mostly above about 28%, no sharp cut-off; inactive = mostly below about 43%; also: 0% is about no effect
Sm TGR inh: inhibitors of Schistosoma mansoni thioredoxin glutathione reductase. purified TGR, DTNB reduction, TNB absorbance 405 nm. Potency, µM (highest dose often 114 µM), without a hit: at the highest dose activity change, negative = inhibition, actives largely listed as inhibitors. hit rate 3% among 360,000; also: potency is read from the fitted curve at half-maximal effect; % is scaled to controls: 0 for no effect and ±100 for the full control effect; nearly all actives have a fitted effect of over 60% in size
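First, TGR (20 nM dispensed) and NADPH were mixed with compound. Second, a 15 min room-temperature incubation followed. Third, further NADPH and then DTNB were added to start the reaction. Finally, TNB absorbance was monitored kinetically.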
Giardia FBPA inh: blocks Giardia fructose-bisphosphate aldolase activity; A8B2U2; purified Giardia FBPA; Potency, µM (top dose mostly 59.6 µM), without a hit: at the top dose activity, negative = inhibition, actives largely listed as inhibitors; hit rate 0.71% among 290,000; AID 2451; also: potency is read from the fitted curve at half-maximal effect; % is scaled to controls: 0 for no effect and ±100 for the full control effect; nearly all actives have a fitted effect of over 55% in size
Target sequence (A8B2U2 whole entry, looked up): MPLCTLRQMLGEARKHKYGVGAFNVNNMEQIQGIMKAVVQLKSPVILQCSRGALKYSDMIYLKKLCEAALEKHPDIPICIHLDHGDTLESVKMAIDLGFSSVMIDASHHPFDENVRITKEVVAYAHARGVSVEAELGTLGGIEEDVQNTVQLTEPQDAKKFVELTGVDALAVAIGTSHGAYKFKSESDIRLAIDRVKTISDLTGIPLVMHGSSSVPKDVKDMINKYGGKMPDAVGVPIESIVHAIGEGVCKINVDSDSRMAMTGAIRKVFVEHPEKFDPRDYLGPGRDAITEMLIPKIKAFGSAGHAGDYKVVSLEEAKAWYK
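Giardia FBPA (40 nM reagent) was preincubated 10 min at RT with compound (up to 57.5 uM final), then substrate plus GAPDH/TPI/NAD/arsenate coupling system with diaphorase/resazurin was added; resorufin fluorescence (525/598 nm) was read after 20 min.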
* marks the source's active call; other numbers are inactive results; i = inactive; ? = inconclusive; nt = not tested or not shown; & = joins results of further samples; [ ] = another dose, or the depositor's remark. Unless noted, calls follow the shape of the dose curve; as a rule, active = well fitted curve in the direction sought with a large enough effect; inconclusive = small, poorly fitted or top-dose-only effect, or another doubt; inactive = no such curve, though single readings can be large; an effect the other way counts as inactive or inconclusive.

Results follow in this order: Sm TGR inh, CHX counter, Pf growth 96h, Giardia FBPA inh, Pf growth 48h, Shiga inhibitor
> CC(C)Cn1c(SCC(=O)NCc2ccc(Cl)cc2)nnc1-c1cccc(S(=O)(=O)N2CCOCC2)c1
    -20%, 1, 9.3µM*, 4%, ?, -14
> C/C(=N\Nc1ccc(C(=O)O)cc1)c1ccc(-n2ccnc2)cc1
    ?, 74*, 166%[activator], 0%, 247%[activator], 88*
> Cc1nn(C)c(C)c1/C=C(/C(=O)C(C)C)n1cncn1
    12%, 1, ?, 5%, ?, 7
> NC(=O)c1cc([N+](=O)[O-])ccc1Nc1ccccc1
    -2%, nt, 47%[activator], nt, 25%, nt
> CCOc1ccc(OCCC(=O)N2CCN(S(=O)(=O)c3ccc(OCC)cc3)CC2)cc1
    -19%, -1, ?, 9%, ?, -18
> CCCCn1c(O)c(C(CC)=NC(C)c2ccccc2)c(=O)[nH]c1=O (stereo unspecified)
    -12%, -3, ?, -1%, nt, -19
> Cc1c(C)c2cccnc2c2ncccc12
    -3%, nt, ?, nt, 1.9µM*, nt
> CC1Cc2ccccc2N1C(=O)CN1CCCCC1 (stereo unspecified)
    7%, -4, 28%, -10%, 17%, 12
> N#Cc1nc(Cc2ccccc2)oc1NCCN1CCOCC1
    -5%, 26, 22%, -7%, 11%, 32
> Cc1ccc(-n2nc(C)c3c(C(=O)OCC(=O)N(C)C4CCS(=O)(=O)C4)cc(-c4ccccc4)nc32)cc1 (stereo unspecified)
    -17%, 7, 35%[activator], 5%, 1%, -24
> CCOC(=O)C1=C(CN2CCSCC2)NC(=O)NC1c1cc(C)ccc1C (stereo unspecified)
    -23%, -3, -1%, 2%, 12µM*, -2
> COc1ccc2[nH]cc(CCNC(=O)c3ccccc3Cl)c2c1
    -8%, 2, 12%, 6%, 38%[activator], 23
> O=C(O)c1ccccc1COc1ccccc1Cl
    -1%, -2, 4%, 16%, -21%, 7
> CCN(CC)C(C(=O)NC1CCCCC1)c1ccc(C)cc1 (stereo unspecified)
    -2%, 3, ?, 10%, 3%, -9
> O=C(CNc1ccccc1F)N/N=C/C1CC=CCC1 (stereo unspecified)
    1%, -1, 22%, 3%, -11%, 9
> COC(=O)c1ccc(-n2c(C)cc(/C=N/Nc3nc(C)cc(=O)[nH]3)c2C)cc1
    -3%, 6, 13µM*, -18%, 8.3µM*, 22
> O=C(COC(=O)c1cc(=O)[nH]c2ccccc12)NCc1cccs1
    10%, -3, -4%, 2%, 12%, -5
> NS(=O)(=O)c1ccc(CNC(=O)c2csc3c2CCCC3)cc1
    -4%, -3, 21%, -9%, -5%, 4
> Cc1cc2c(cc1S(=O)(=O)NC1CCCCC1C)OCC(=O)N2 (stereo unspecified)
    1%, -2, ?, nt, 3%, -11
> C(=N\N1CCN(c2ccccn2)CC1)/c1ccco1
    -13%, 22*, ?, 3%, 89%[activator], 44*
> CCNC(=O)NC(=O)c1csc([N+](=O)[O-])c1
    -7%, -1, -21%, 4%, 0%, 2
> COc1ccc(NC(=O)c2cc([N+](=O)[O-])ccc2N2CCCC2)cc1S(N)(=O)=O
    -9%, nt, 6%, nt, -7%, nt
> COc1ccccc1NC(=O)CCN1C(=O)C2CC=C(Cl)CC2C1=O (stereo unspecified)
    -27%, -3, 67%[activator], 0%, -4%, -12
> O=C(CCCC(=O)N1CCCC1)N1CCCC1
    23%, 19, 12%, 0%, nt, 27*
> CN(C)c1cc(-c2ccccc2)nc(-c2ccccc2)n1
    10%, -3, 0%, 9%, 33%[activator], nt
> COc1cc(/C=N/NC(=O)Cn2cnc3c2c(=O)n(C)c(=O)n3C)ccc1O
    7%, -1, 5%, 0%, 0%, -5
> O=C1c2ccccc2C(=O)N1CC1c2ccccc2CCN1C(=O)N1CCOCC1 (stereo unspecified)
    4%, -2, nt, -3%, 1%, -22
> C[C@H](NC(=O)c1ccco1)C(=O)NCCc1ccc(S(N)(=O)=O)cc1
    3%, 2, 18%, 4%, 9%, -11
> O=C(COC(=O)c1nc(Cl)ccc1Cl)NC1CCS(=O)(=O)C1 (stereo unspecified)
    -1%, nt, -14%, nt, 0%, nt
> CN(C)c1ccc(/C=N/NC(=O)C(O)(c2ccccc2)c2ccccc2)o1
    10µM*, 1, -4%, -29%, ?, -8
> COc1ccc(C(C)(C)C)cc1NC(=O)c1ccoc1C
    -10%, 0, 12µM*, -2%, 12µM*, 15
> CCOc1ccc(CCN2C(=O)C3C4CCC(O4)C3C2=O)cc1OCC (stereo unspecified)
    -5%, nt, -29%, nt, -12%, nt
> Cc1ccc(NC(=S)NC(=O)C2CC2)c(C)c1
    ?, 34*, -28%, nt, 26%, 64*
> C=CCn1c(SCCC)nc(O)cc1=O
    -9%, 1, -1%, 2%, nt, -21
> Cc1cc(NS(=O)(=O)c2ccc(NC(=O)COc3ccccc3C(C)(C)C)cc2)no1
    -20%, 13, 10µM*, nt, -17%, -6
> Cn1c(N)c(C(=O)c2ccc(C#N)cc2)c(=O)n(C)c1=O
    -5%, -8, -16%, 1%, 13%, -11
> CCOC(=O)C1CCN(C(=O)c2ccc3c(Cl)c4c(nc3c2)CCCC4)CC1
    -21%, 15, ?, -5%, 18%, 19
> Cc1ccc(S(=O)(=O)NCCC(=O)N2CCCCC2)cc1
    -16%, -3, -11%[5.75 µM], 5%, 16%, -10
> O=C(Nc1cccnc1)c1ccc2ccccc2c1O
    -24%, 33*, 0.47µM*, -30%, 65%[activator], 39*
> Cc1cc(NC(=O)c2ccccc2)n(C(C)(C)C)n1
    2%, 1, 45%[activator], 5%, 34%[activator], -6
> C=C1c2cccc(C(F)(F)F)c2O[C@H](C(=O)OCC)[C@@H]1CCC(C)C
    nt, 15, nt, -5%[89.2 µM], nt, i
> COc1ccc(Nc2ncnc3sc(-c4ccccc4)cc23)cc1OC
    12%, 11, ?, 2%, 0%, -9
> COc1ccc(NC(=O)/C(Cl)=C(/Cl)S(=O)(=O)Cc2ccccc2)cn1
    10µM*, 46*, -13%, -1%, nt, 101*
> COCCCNC(=O)CCc1c(C)nc2c(c(C)nn2-c2ccc(C)cc2)c1C
    -8%, -2, 3%, 0%, ?, -5
> CN1CCN(c2nc(N3CCN(CCO)CC3)nc3ccccc23)CC1
    4%, -2, ?, -19%, -1%, 8
> CCN(CC)C(=O)Cn1cnc2sc(C(=O)N3CCN(c4ccc(F)cc4)CC3)c(C)c2c1=O
    -2%, 9, 10%, 1%, ?, -10
> CC(=O)N1[C@H](C)C=C[C@]1(Cc1ccccc1)C(=O)O
    -14%, -3, ?, 1%&5%, 33%[activator], -7
> Cc1ccc(Cn2ccsc2=NC(=O)COC(=O)c2ccc(NC(=O)CC#N)cc2)cc1
    -4%, nt, 10µM*, nt, 13µM*, nt
> Nc1ccccc1C(=O)N1CCC(O)(c2ccc(Cl)cc2)CC1
    -16%, 5, 240%[activator], 18%, 109%[activator], 9
> COc1ccc(NS(=O)(=O)c2cc(NC(=O)c3ccc(=O)[nH]n3)ccc2N2CCOCC2)cc1
    1%, nt, ?, nt, ?, nt
> COc1ccc(CCN(Cc2ccccn2)C(=S)Nc2ccccc2Cl)cc1OC
    -3%, -6, 13µM*, -9%, ?, 21
> Cc1ccc(Nc2c(-c3ccccn3)nc3cc(C)ccn23)cc1
    3%, -4, 9.3µM*, -25%, ?, 3
> O=C(Nc1cccnc1)c1ccc2c(c1)C(=O)N(Cc1cccnc1)C2=O
    -16%, -3, 9.3µM*, 3%, 3%, -6
> COc1cccc(NC(=O)CN(C)C(C)C(=O)Nc2ccc(C#N)cc2)c1 (stereo unspecified)
    -4%, 12, ?, -7%, -13%, 38
> CN1c2ccccc2N(C)C1(C)c1ccccc1
    45µM*, 1, 0%, ?, 2.3µM*, 13
> Cc1ccc(N2C(=O)N(CC(=O)Nc3cc(Cl)ccc3C)C(=O)C2C)cc1 (stereo unspecified)
    3%, nt, 54%[activator], nt, ?, nt
> COc1cc(/C=C2\SC(=Nc3ccc(O)cc3)NC2=O)cc(OC)c1OC
    7%, 5, ?, 3%, ?, -4
> COc1cc(C(=O)N/N=C(\C)c2ccc(NC(=O)Cc3ccccc3)cc2)ccc1O
    -1%, 39*, 35%[activator], nt, 9%, 45*
> CC1CCN(S(=O)(=O)c2ccc(NC(=O)CNC3CCCCC3)cc2)CC1
    -3%, 1, 46%[activator], 6%, -12%, -6
> Cn1nc(C(=O)NCCOc2ccccc2)c2ccccc2c1=O
    0%, 12, 8%, 7%, 0%, 21

Remaining list, next part
Results follow in this order: Sm TGR inh, CHX counter, Pf growth 96h, Giardia FBPA inh, Pf growth 48h, Shiga inhibitor
> COc1ccc([N+](=O)[O-])cc1NC(=S)NC(NC(C)=O)C(Cl)(Cl)Cl (stereo unspecified)
    -10%, -4, 15%, -8%, 8%, 18
> CCOC(=O)N1CCC(NC(=O)CSCc2nc(-c3ccc(C)cc3)oc2C)CC1
    3%, -2, 34%, nt, -11%, 2
> COc1ccc(/C=C/C(=O)NC(=S)Nc2cc([N+](=O)[O-])ccc2O)cc1OC
    7%, 3, 1%, -7%, -9%, 15
> COc1cccc(C(=O)NCC(=O)N/N=C/c2ccc(OC(=O)c3cccs3)c(OC)c2)c1
    -2%, -3, 8%, -1%, 1%, -3
> C=CCN1C(=O)/C(=C/c2ccc(OC)cc2)S/C1=N/c1nccs1
    4%, -3, 12µM*, 3%, 12%, -5
> Cc1ccccc1OCC(=O)N/N=C/c1cn(Cc2ccccc2)c2ccccc12
    -12%, 1, 28%, 5%, 14%, -2
> CCCN(C(=O)Cn1c(C(F)(F)F)nc2ccccc21)C1CCS(=O)(=O)C1 (stereo unspecified)
    8%, nt, -15%, nt, -1%, nt
> O=C(CSc1nncs1)NC1CCCCCCC1
    -12%, nt, ?, nt, -1%, nt
> O=c1cc(CSc2ccccn2)c2ccccc2[nH]1
    -9%, 2, 9.3µM*, -16%, 7%, 13
> CCOC(=O)c1c(C)[nH]c(C)c1C(=O)COc1ncnc2ccccc12
    ?, 7, 1%, 0%, 7%, -14
> COC(=O)N1CCN(CCc2ccccc2)CC1
    1%, -3, 5%, 3%, 9%, -2
> COc1ccc(CNc2nc(SCc3cc(=O)n4cc(Cl)ccc4n3)nc3ccccc23)cc1
    1%, -1, 19%, 6%, 38%[activator], -18
> CC(C)OP(=O)(OC(C)C)C(Nc1ccccc1)c1ccccc1C(F)(F)F (stereo unspecified)
    0%, -2, -11%, -1%, ?, -7
> COc1cc(C2CC(=O)Oc3c(C(CCN4CCCC(C)C4)c4ccc(N(C)C)cc4)c(OC)cc(OC)c32)cc(OC)c1OC (stereo unspecified)
    -15%, -6&-6, ?, -4%&-8%, 13µM*, 12&2
> Cc1cccn2c(=O)c3cc(C(=O)NC4CCCC4)n(C)c3nc12
    5%, -1, 47%[activator], 9%, ?, 2
> Cc1ccc2nc(-c3cccc(S(=O)(=O)N4CC(C)OC(C)C4)c3)cn2c1 (stereo unspecified)
    4%, 17*, -12%, -9%, ?, 18
> O=C(NC1(C(F)(F)F)C(=O)Nc2c1c(=O)[nH]c(=O)n2Cc1ccccc1)c1ccc(Cl)cc1Cl (stereo unspecified)
    ?, -2, 36%[activator], 5%, 7%, -12
> Cc1cc(Br)cc(C)c1OCCCCN(C)C
    -3%, 3, ?, ?, ?, 6
> COc1cccc(CN(C)C(=O)/C=C/c2ccc(S(=O)(=O)N3CCCCCC3)cc2)c1
    -22%, -1, 12µM*, nt, 12µM*, -22
> COc1ccc2nc(SCC(=O)Nc3ccccc3OC)[nH]c2c1
    2%, 2, -6%, -4%, -1%, 9

Fetched by structure from above, 2 records:
Results follow in this order: Sm TGR inh, CHX counter, Pf growth 96h, Giardia FBPA inh, Pf growth 48h, Shiga inhibitor
> CC(C)OP(=O)(OC(C)C)C(Nc1ccccc1)c1ccccc1C(F)(F)F (stereo unspecified)
    0%, -2, -11%, -1%, ?, -7
> Cc1ccccc1OCC(=O)N/N=C/c1cn(Cc2ccccc2)c2ccccc12
    -12%, 1, 28%, 5%, 14%, -2
